Compound activity deposited in PubChem BioAssay by National Center for Advancing Translational Sciences (NCATS).
Tau fluor counter – counter-screen for tau fibril formation inhibitors; actives 0.93% (n = 280,000); Potency, µM (titrated, usually from 57.7 µM), without a hit: at the top dose activity change, negative = decrease; tau K18 P301L Alexa594 fluorescence, heparin fibrillization; note: % is set by controls: 0 for no effect and ±100 for the full control effect; nearly all actives have a fitted effect of over 55% in size
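Human K18 P301L tau (15 uM unlabeled plus 0.24 uM Alexa 594-labeled, final) in 100 mM sodium acetate pH 7 was mixed with compound and 20 uM heparin and incubated 6 hr at 37 C.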
ALDH1A1 inh – ALDH1A1 (human) enzyme inhibition; P00352; Purified ALDH1A1, NADH fluorescence, propionaldehyde substrate; Potency, µM (titrated, usually from 75.3 µM), for inactives: at the highest dose activity, negative = inhibition, usual class: inhibitors; actives 7.3% (n = 220,000); AID 1030; active = well fitted inhibition curve with a large enough effect, not every such curve was filed as active; inconclusive = small, poorly fitted or top-dose-only effect, or another doubt; inactive = no such curve, though single readings can be large or run the other way;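 note: plate controls were no enzyme wells and a reference inhibitor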
Target sequence (P00352 whole entry, looked up): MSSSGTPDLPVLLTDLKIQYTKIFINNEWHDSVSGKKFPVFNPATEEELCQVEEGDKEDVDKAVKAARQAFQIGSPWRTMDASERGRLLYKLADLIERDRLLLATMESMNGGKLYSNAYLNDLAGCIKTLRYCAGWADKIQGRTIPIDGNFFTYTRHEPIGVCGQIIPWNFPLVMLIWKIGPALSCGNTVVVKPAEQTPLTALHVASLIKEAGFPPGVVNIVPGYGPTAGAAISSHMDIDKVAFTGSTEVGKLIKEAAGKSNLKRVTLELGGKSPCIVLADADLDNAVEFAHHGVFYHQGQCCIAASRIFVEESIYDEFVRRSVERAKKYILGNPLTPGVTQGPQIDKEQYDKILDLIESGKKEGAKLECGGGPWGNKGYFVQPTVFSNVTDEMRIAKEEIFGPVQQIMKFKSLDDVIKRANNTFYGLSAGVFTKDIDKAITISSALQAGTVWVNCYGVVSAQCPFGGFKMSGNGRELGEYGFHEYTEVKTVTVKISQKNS
HTT ATP protect – Huntington cell model cytoprotection by ATP luminescence; actives 0.14% (n = 230,000); PC12 HTT-Q103 induced, cytoprotection, ATP luminescence, 40 h; Potency, µM (top dose mostly 56.4 µM), for inactives: cytoprotection (ATP increase), most hits filed as activators;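 note: % of control where 0% means no effect; nearly all actives have a fitted effect of over 45% in size; toxic huntingtin expression switched on by the ecdysone agonist tebufenozide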
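ATP quantification (ATPlite) reports survival of PC12 cells in which tebufenozide, 100 nM final, switches on Htt exon 1 with 103 glutamines linked to GFP; compounds are titrated.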
Tau fibril ThT – blocks human tau fibril formation measured by thioflavin T; P10636; recombinant tau K18 P301L (four-repeat tau fragment), heparin-induced fibrillization, ThT fluorescence; Potency, µM (highest dose often 57.4 µM), without a hit: at the top dose activity, negative = inhibition, usual class: inhibitors; actives 2.1% (n = 270,000); AID 1460; note: % is set by controls: 0 for no effect and ±100 for the full control effect; nearly all actives have a fitted effect of over 55% in size
Target sequence (P10636 561-689 P618L limits assumed): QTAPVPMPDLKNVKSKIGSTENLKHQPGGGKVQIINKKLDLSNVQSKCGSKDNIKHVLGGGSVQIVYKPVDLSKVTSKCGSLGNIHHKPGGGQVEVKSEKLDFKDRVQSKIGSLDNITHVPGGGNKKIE
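Recombinant human tau K18 fragment […] carrying P301L, 15 uM unlabeled plus 0.24 uM Alexa 594-labeled, was fibrillized with 20 uM heparin in 100 mM sodium acetate pH 7 for 6 hr at 37 C; 30 uM ThT fluorescence read after 1 hr.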
HTT aggregate – reduces HttQ103-GFP aggregates in PC12 cells | PC12 HttQ103-GFP aggregates, Acumen cytometry, 40 h | actives 1.1% (n = 220,000) | Potency, µM (titrated, usually from 46.1 µM), inactives show top-dose activity change, negative = inhibition, most hits filed as inhibitors; note: % is set by controls: 0 for no effect and ±100 for the full control effect; nearly all actives have a fitted effect of over 60% in size
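PC12 cells stably carrying ecdysone-inducible HTT exon 1 Q103–GFP were induced with tebufenozide (100 nM final) and treated with library compounds in titration. GFP aggregates in lysates were counted by laser scanning cytometry.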
Tau fibril FP – blocks human tau fibril formation measured by polarization; P10636; K18 P301L tau heparin fibrillization, Alexa594 FP, 6 h; Potency, µM (highest dose often 57.7 µM), for inactives: at the highest dose activity, negative = inhibition, hits mostly inhibitors; actives 0.39% (n = 280,000); AID 1468; note: % is set by controls: 0 for no effect and ±100 for the full control effect; nearly all actives have a fitted effect of over 55% in size
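K18 P301L tau (15 uM unlabeled/0.24 uM Alexa 594-labeled, final) + compound + heparin 20 uM final; 100 mM NaOAc pH 7; 6 hr 37 C; ThT 30 uM final added, 1 hr RT; FP ex 555/em 632 nm.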
KDM4E inh – inhibitors of human JMJD2E histone demethylase; B2RXH2; JMJD2E catalytic domain, FDH-coupled NADH fluorescence (FDH is formaldehyde dehydrogenase); Potency, µM (doses to about 57.1 µM), for the others: top-dose activity change, negative = inhibition, hits mostly inhibitors; actives 1.6% (n = 230,000); AID 2147; active = well fitted inhibition curve with a large enough effect, not every such curve was filed as active; inconclusive = small, poorly fitted or top-dose-only effect, or another doubt; inactive = no such curve, though single readings can be large or run the other way;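 note: 0% = wells with enzyme and -100% = buffer wells without enzyme; nearly all actives have a fitted effect of over 50% in size; many of its hits are not listed in these tables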
Target sequence (B2RXH2 1-337 limits assumed): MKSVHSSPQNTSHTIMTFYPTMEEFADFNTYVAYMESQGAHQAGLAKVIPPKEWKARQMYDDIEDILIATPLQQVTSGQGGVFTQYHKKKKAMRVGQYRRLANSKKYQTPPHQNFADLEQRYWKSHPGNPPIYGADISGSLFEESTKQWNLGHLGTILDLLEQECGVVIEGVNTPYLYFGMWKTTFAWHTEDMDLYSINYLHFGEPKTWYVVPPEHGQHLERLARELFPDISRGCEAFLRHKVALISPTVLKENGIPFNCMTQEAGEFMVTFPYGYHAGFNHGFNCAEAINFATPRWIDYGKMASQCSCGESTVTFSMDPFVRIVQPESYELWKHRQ
SMN2 splice enh – increases expression of the SMN2 splice variant; HEK293 SMN2-luciferase splicing reporter, luminescence, 30-36 h; Potency, µM (top dose mostly 46.1 µM), inactives show at the highest dose activity change, positive = activation, actives largely listed as activators; actives 2.8% (n = 210,000); AID 1458; note: % of control where 0% means no effect; nearly all actives have a fitted effect of over 55% in size
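HEK293 cells carry an SMN2 […]–luciferase reporter in which exon 7 inclusion puts luciferase in frame. Cells were plated 10-12 h before compound addition, then incubated 30-36 h at 37C. ONE-Glo luminescence was read; sodium butyrate at 4.5 mM final served as control.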
* hit, by the source's call; [ ] = another dose, or the depositor's remark. Unless noted, calls come from the whole dose curve; as a rule, active = well fitted curve in the direction sought with a large enough effect; inconclusive = small, poorly fitted or top-dose-only effect, or another doubt; inactive = no such curve, though single readings can be large; an effect the other way counts as inactive or inconclusive. Potency is the fitted concentration of half-maximal effect. A portion of the library; rates above refer to the full screens.

For COC(=O)c1c(NC(=O)c2cccnc2)sc(C)c1C the results were Tau fluor counter -16%, ALDH1A1 inh 6%, HTT ATP protect -10%[10 µM], Tau fibril ThT -16%, HTT aggregate -3%, Tau fibril FP 2%, KDM4E inh -6% and SMN2 splice enh 1%.
Screening N#CC(C#N)=C1NC2(CCCC2)Cc2ccccc21 returned Tau fluor counter -4%, ALDH1A1 inh inconclusive, HTT ATP protect -26%[10 µM], Tau fibril ThT 1%, HTT aggregate -2%, Tau fibril FP inconclusive, KDM4E inh 7% and SMN2 splice enh 16%.
Screening CC1=Nc2cc(C(=O)N3CCCCC3)ccc2Sc2ccc(C)cc21 returned Tau fluor counter -6%, Tau fibril ThT -16%, Tau fibril FP 9% and SMN2 splice enh -2%.
For Cc1ccc(C(=O)N2Cc3ccccc3CC2C(=O)O)cc1 (stereo unspecified) the results were Tau fluor counter 1%, ALDH1A1 inh -4%, HTT ATP protect 1%[10 µM], Tau fibril ThT -8%, HTT aggregate 6%, Tau fibril FP 4% and KDM4E inh 3%.
For COc1ccc(N(Cc2cc3cc(OC)ccc3[nH]c2=O)C(=O)c2cccnc2)cc1 the results were Tau fluor counter -10%, ALDH1A1 inh inconclusive, HTT ATP protect -20%, Tau fibril ThT -8%, HTT aggregate 5%, Tau fibril FP -3% and KDM4E inh inconclusive.
COC(=O)c1cc(-c2ccccc2)on1 was read as Tau fluor counter -3%, ALDH1A1 inh 2%, HTT ATP protect -25%, Tau fibril ThT -4%, HTT aggregate 11%, Tau fibril FP -2%, KDM4E inh 8% and SMN2 splice enh 8%.
For O=C(c1cccnc1Nc1ccccc1F)N1CCOCC1 the results were Tau fluor counter 3%, ALDH1A1 inh 16%, HTT ATP protect -18%, Tau fibril ThT -7%, HTT aggregate -11%, Tau fibril FP 6%, KDM4E inh 2% and SMN2 splice enh -23%.
For O=C(C1=C[C@@H](c2coc3ccccc3c2=O)C[C@@H](OCc2ccc(CO)cc2)O1)N1CCN(Cc2ccc3c(c2)OCO3)CC1 the results were Tau fluor counter -10%, ALDH1A1 inh inconclusive, HTT ATP protect -15%[10 µM], Tau fibril ThT -12%, HTT aggregate 23%[9.22 µM], Tau fibril FP 12% and KDM4E inh 1%.
For C=CCn1c(C)cc(C(=O)CSc2nnc(Cc3ccccc3)o2)c1C the results were Tau fluor counter -15%, ALDH1A1 inh -11%, HTT ATP protect -27%[0.074 µM], Tau fibril ThT -16%, HTT aggregate -6%, Tau fibril FP inconclusive, KDM4E inh -6% and SMN2 splice enh -7%.
Screening Cc1[nH]c(=O)c(C#N)c2c1CSC(C)(C)C2 returned Tau fluor counter 7%, ALDH1A1 inh inconclusive, HTT ATP protect -6%, Tau fibril ThT -2%, HTT aggregate -1%, Tau fibril FP 10%, KDM4E inh -12% and SMN2 splice enh 6%.
CCOC(=O)N1CCN(C2=Nc3cccc4cccc2c34)CC1 was read as Tau fluor counter -10%, ALDH1A1 inh -4%, HTT ATP protect -11%[10 µM], Tau fibril ThT inconclusive, HTT aggregate -10%, Tau fibril FP -2%, KDM4E inh inconclusive and SMN2 splice enh -15%.
C=CCn1c(=O)c(C(C)=O)cn(N(C)c2ncc(C(F)(F)F)cc2Cl)c1=O was read as Tau fluor counter 1%, ALDH1A1 inh 10%, HTT ATP protect -6%, Tau fibril ThT -2%, HTT aggregate 13%, Tau fibril FP 8%, KDM4E inh -16% and SMN2 splice enh -6%.

Continued; the last 2 above are carried over.
CCOC(=O)N1CCN(C2=Nc3cccc4cccc2c34)CC1 was read as Tau fluor counter -10%, ALDH1A1 inh -4%, HTT ATP protect -11%[10 µM], Tau fibril ThT inconclusive, HTT aggregate -10%, Tau fibril FP -2%, KDM4E inh inconclusive and SMN2 splice enh -15%.
C=CCn1c(=O)c(C(C)=O)cn(N(C)c2ncc(C(F)(F)F)cc2Cl)c1=O was read as Tau fluor counter 1%, ALDH1A1 inh 10%, HTT ATP protect -6%, Tau fibril ThT -2%, HTT aggregate 13%, Tau fibril FP 8%, KDM4E inh -16% and SMN2 splice enh -6%.
Screening COc1ccc(/C=C/C(=O)OC(C)CN2CCOCC2)cc1 (stereo unspecified) returned Tau fluor counter -3%, ALDH1A1 inh 1%, HTT ATP protect 14%, Tau fibril ThT -9%, HTT aggregate 16%, Tau fibril FP 2%, KDM4E inh -8% and SMN2 splice enh -21%.
COc1ccc(N(CC(=O)Nc2ccc(C)cn2)S(=O)(=O)c2c(C)nn(C)c2C)cc1 was read as Tau fluor counter -6%, ALDH1A1 inh 2%, HTT ATP protect 7%, Tau fibril ThT -4%, HTT aggregate -2%, Tau fibril FP -4%, KDM4E inh 1% and SMN2 splice enh 11%.
Cn1cccc1/C=N/n1c(-c2ccc(Cl)cc2Cl)n[nH]c1=S was read as Tau fluor counter -19%, ALDH1A1 inh inconclusive, HTT ATP protect inconclusive, Tau fibril ThT -13%, HTT aggregate 3%, Tau fibril FP -9%, KDM4E inh -2% and SMN2 splice enh -28%.
COc1ccc(C2(CNC(=O)C(=O)Nc3cccc(C(F)(F)F)c3)CCCC2)cc1OC was read as Tau fluor counter -26%, Tau fibril ThT inconclusive, Tau fibril FP -4% and SMN2 splice enh -23%.
For Cc1ccc(S(=O)(=O)CC(=O)Nc2ccc(S(=O)(=O)Nc3onc(C)c3C)cc2)cc1 the results were Tau fluor counter -2%, ALDH1A1 inh 5%, HTT ATP protect 1%, Tau fibril ThT -8%, HTT aggregate -12%, Tau fibril FP -8%, KDM4E inh 11% and SMN2 splice enh 16%.
For O=C(Nc1ccccc1N1CCOCC1)C1CCCCN1S(=O)(=O)c1ccccc1 (stereo unspecified) the results were Tau fluor counter -3%, ALDH1A1 inh 0%, Tau fibril ThT 8%, HTT aggregate 14%, Tau fibril FP 4%, KDM4E inh 2% and SMN2 splice enh 12%.
`CC(=O)N[C@H](Cc1c[nH]c2ccccc12)C(N)=O` gave Tau fluor counter -8%, ALDH1A1 inh -3%, Tau fibril ThT 5%, Tau fibril FP -5%, KDM4E inh 9% and SMN2 splice enh -8%.
Screening CCc1nnc(NC(=O)c2ccc(-c3ccc(Cl)cc3)o2)s1 returned Tau fluor counter -9%, ALDH1A1 inh inconclusive, HTT ATP protect -41%[inhibitor], Tau fibril ThT -6%, HTT aggregate 2%, Tau fibril FP -18%, KDM4E inh inconclusive and SMN2 splice enh 50%.
For C=CCN1C(=O)C(CC(=O)Nc2ccc(OCC)cc2)N(Cc2ccccn2)C1=S (stereo unspecified) the results were Tau fluor counter -23%, ALDH1A1 inh 7%, HTT ATP protect -2%, Tau fibril ThT -9%, HTT aggregate 31%, Tau fibril FP -8%, KDM4E inh -2% and SMN2 splice enh -14%.
CCC(C(=O)Nc1cc(F)ccc1F)n1nc(-c2cc(C)ccc2C)ccc1=O (stereo unspecified) was read as Tau fluor counter -14%, Tau fibril ThT -4%, Tau fibril FP 6% and SMN2 splice enh 8%.
O=C(Cn1nc2sc3ccccc3n2c(=O)c1=O)c1cccs1 was read as Tau fluor counter -14%, HTT ATP protect 26%[10 µM], Tau fibril ThT -13%, HTT aggregate 2%[9.22 µM], Tau fibril FP -12% and KDM4E inh -4%.
`COc1ccc(N2Cc3ccccc3C2=NC(=O)c2cncc(Br)c2)cc1` gave Tau fluor counter -3%, ALDH1A1 inh inconclusive, HTT ATP protect 4%[10 µM], Tau fibril ThT -8%, HTT aggregate -9%, Tau fibril FP -7%, KDM4E inh 0% and SMN2 splice enh 9%.
For O=C(CN(CCc1ccccc1)C(=O)CNS(=O)(=O)c1ccc(F)cc1)NCC1CCCO1 (stereo unspecified) the results were Tau fluor counter -17%, ALDH1A1 inh -9%, HTT ATP protect -5%, Tau fibril ThT -13%, HTT aggregate -15%, Tau fibril FP 6%, KDM4E inh 2% and SMN2 splice enh 37%.
Screening Cc1ccc(CNC(=O)c2cnccn2)cc1 returned Tau fluor counter 2%, ALDH1A1 inh 3%, Tau fibril ThT 6%, HTT aggregate -5%, Tau fibril FP -6%, KDM4E inh 0% and SMN2 splice enh inconclusive.
`CCCC(=O)Nc1c(-c2ccccc2OC)c(=O)c2ccccc2n1C` gave Tau fluor counter -4%, ALDH1A1 inh inconclusive, HTT ATP protect 8%[10 µM], Tau fibril ThT -5%, HTT aggregate 2%[9.22 µM], Tau fibril FP 3% and KDM4E inh inconclusive.
Screening CC(=O)NCc1ccc(C(=O)CSc2nnc(-c3ccncc3)n2Cc2ccccc2)o1 returned Tau fluor counter -10%, ALDH1A1 inh inconclusive, HTT ATP protect inconclusive, Tau fibril ThT inconclusive, HTT aggregate -11%, Tau fibril FP -9%, KDM4E inh -28% and SMN2 splice enh inconclusive.
Screening COCCNC(=S)N(Cc1cc2cc(C)ccc2n2nnnc12)C1CCCC1 returned Tau fluor counter -8%, ALDH1A1 inh 0%, HTT ATP protect -39%[inhibitor], Tau fibril ThT -3%, HTT aggregate 1%, Tau fibril FP -9%, KDM4E inh 5% and SMN2 splice enh 5%.
`CCOc1ccc(NC(=O)CN(C)CC(=O)Nc2ccccc2C#N)cc1OCC` gave Tau fluor counter -16%, ALDH1A1 inh inconclusive, HTT ATP protect -2%, Tau fibril ThT -12%, HTT aggregate 5%, Tau fibril FP 5%, KDM4E inh 4% and SMN2 splice enh -11%.
Cc1ccc(N2CCN(c3ccc(C)cc3)C(CC(=O)O)C2=O)cc1 (stereo unspecified) was read as Tau fluor counter -4%, ALDH1A1 inh 0%, HTT ATP protect -16%, Tau fibril ThT -14%, HTT aggregate inconclusive, Tau fibril FP -2%, KDM4E inh 1% and SMN2 splice enh 29%.
Screening C[C@@H]1C(=O)O[C@H]2[C@@H](O)[C@@]34[C@H]5CC(C(C)(C)C)[C@]36[C@@H](OC(=O)[C@@H]6O)O[C@@]4(C(=O)O5)[C@@]12O (stereo partly specified) returned Tau fluor counter 0%, ALDH1A1 inh 9%, HTT ATP protect -23%[1.9 µM], Tau fibril ThT 2%, Tau fibril FP -8% and KDM4E inh 8%.
For CCCn1c(CC)nc([N+](=O)[O-])c1Sc1ccc(C)cc1 the results were Tau fluor counter -13%, ALDH1A1 inh inconclusive, HTT ATP protect inconclusive, Tau fibril ThT inconclusive, HTT aggregate inconclusive, Tau fibril FP 10%, KDM4E inh 3% and SMN2 splice enh -41%[inhibitor].
